Source: PubChem BioAssay (National Center for Advancing Translational Sciences (NCATS))
USP1 inh: Inhibitors of USP1/UAF1: Primary Screen; AID 743255, 2014; 390,000 tested, 0.23% active; Potency, µM (titrated, usually from 57.1 µM), without a hit: at the top dose activity change, negative = inhibition, most hits filed as inhibitors; recombinant USP1/UAF1, Ub-Rhodamine cleavage fluorescence; Ubiquitin carboxyl-terminal hydrolase 1 (Homo sapiens), O94782; also: potency is read from the fitted curve at half-maximal effect; % is scaled to controls: 0 for no effect and ±100 for the full control effect; nearly all actives have a fitted effect of over 60% in size; inactives centre near -12
Target sequence (O94782 whole entry, looked up): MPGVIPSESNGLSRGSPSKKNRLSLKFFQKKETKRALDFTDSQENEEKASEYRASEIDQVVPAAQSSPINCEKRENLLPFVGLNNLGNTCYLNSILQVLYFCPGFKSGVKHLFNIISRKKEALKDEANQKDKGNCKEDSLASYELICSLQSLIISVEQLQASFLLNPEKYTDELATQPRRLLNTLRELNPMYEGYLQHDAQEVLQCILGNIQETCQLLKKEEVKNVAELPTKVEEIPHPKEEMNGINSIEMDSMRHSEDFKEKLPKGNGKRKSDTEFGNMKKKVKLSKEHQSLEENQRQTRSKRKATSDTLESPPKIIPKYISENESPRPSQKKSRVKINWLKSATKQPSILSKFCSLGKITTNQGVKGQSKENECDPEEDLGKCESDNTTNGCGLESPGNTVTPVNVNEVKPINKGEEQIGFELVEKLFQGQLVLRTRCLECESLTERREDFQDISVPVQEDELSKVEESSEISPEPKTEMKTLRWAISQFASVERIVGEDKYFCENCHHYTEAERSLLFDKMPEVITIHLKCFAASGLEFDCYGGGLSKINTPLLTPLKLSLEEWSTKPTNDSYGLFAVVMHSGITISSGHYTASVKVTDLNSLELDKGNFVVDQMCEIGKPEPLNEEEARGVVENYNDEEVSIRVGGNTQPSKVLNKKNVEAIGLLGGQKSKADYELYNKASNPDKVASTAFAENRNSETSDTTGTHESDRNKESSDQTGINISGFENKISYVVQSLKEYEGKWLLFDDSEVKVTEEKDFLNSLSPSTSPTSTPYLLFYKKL
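USP1/UAF1 complex (1 nM) preincubated 15 min at room temperature with compound, then Ub-Rho substrate (150 nM final) added. Kinetic fluorescence at 480/540 nm over 6 reads at 60 s intervals; 50 mM HEPES pH 7.8, 0.5 mM EDTA, 0.1 mg/ml BSA, 1 mM TCEP, 0.01% Tween-20.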
Pin1 inhibitor: qHTS Assay to Find Inhibitors of Pin1. 390,000 tested, 0.009% active. Peptidyl-prolyl cis-trans isomerase NIMA-interacting 1 (Homo sapiens), Q13526. Potency, µM (series often up to 115 µM), for inactives: top-dose activity, negative = inhibition, actives largely listed as inhibitors. AID 504891, 2011. Pin1 FP peptide displacement, HiFluor488, 10 min; active = well fitted inhibition curve with a large enough effect in the polarisation, with a control signal flat, not every such curve was filed as active; inconclusive = small, poorly fitted or top-dose-only effect, or effect the other way, or a change in a side signal; inactive = no such curve, though single readings can be large or run the other way; the % refers to the polarisation; also: potency is read from the fitted curve at half-maximal effect; % is scaled to controls: 0 for no effect and ±100 for the full control effect
Target sequence (Q13526 whole entry, looked up): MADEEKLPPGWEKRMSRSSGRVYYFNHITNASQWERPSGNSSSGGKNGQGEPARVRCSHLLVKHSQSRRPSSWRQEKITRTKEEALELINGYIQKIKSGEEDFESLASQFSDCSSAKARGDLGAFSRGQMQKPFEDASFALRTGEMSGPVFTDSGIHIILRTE
TRHR PAM: qHTS for Small Molecule Agonists and Allosteric Enhancers of Human TRH Receptor: Primary Screen for Enhancers | Thyrotropin-releasing hormone receptor (Homo sapiens), P34981 | TRHR cells, fluo-8 calcium fluorescence, EC20 TRH enhancement | enhancement, % at 2 µM | 360,000 tested, 0.66% active; in the data active = enhancement above about 30%; also: 0% is about no effect
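TRHR-expressing cells loaded with fluo-8 calcium dye were read kinetically (ex 480/em 530) during compound addition, then stimulated with an EC20 of TRH (10 nM final). Enhancement of the Gq-mediated intracellular calcium response was scored.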
TrxR1 substrate: qHTS Assay for Substrates of Mammalian Selenoprotein Thioredoxin Reductase 1 (TrxR1): qHTS. Thioredoxin reductase 1, cytoplasmic (Rattus norvegicus), O89049. purified TrxR1 substrate turnover, NADPH consumption readout. Potency, µM (highest dose often 114 µM), without a hit: at the top dose activity change, negative = substrate turnover. 390,000 tested, 0.01% active. AID 588456, 2011; also: potency is read from the fitted curve at half-maximal effect; % is scaled to controls: 0 for no effect and ±100 for the full control effect; nearly all actives have a fitted effect of over 50% in size
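Rat TrxR1, dispensed at 90 nM, was prereduced with 400 uM NADPH (final) for 5 min at ~22 deg C, then incubated with compound 15 min before 400 uM selenite. A first-read NADPH fluorescence drop versus no-compound background flagged substrates.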
IDH1 R132H inh: qHTS for Inhibitors of mutant isocitrate dehydrogenase 1 (IDH1): qHTS. Isocitrate dehydrogenase [NADP] cytoplasmic (Homo sapiens), O75874. IDH1-R132H enzyme, NADPH consumption, diaphorase/resazurin fluorescence. Potency, µM (top dose mostly 76.6 µM), without a hit: at the highest dose activity change, negative = inhibition, usual class: inhibitors. 390,000 tested, 0.093% active; also: potency is read from the fitted curve at half-maximal effect; % is scaled to controls: 0 for no effect and ±100 for the full control effect; nearly all actives have a fitted effect of over 65% in size
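IDH1-R132H (0.5 ug/mL dispensed) in pH 7.5 Tris buffer was preincubated 30 min with compound, then given a substrate mix of 0.016 mM NADPH and 2 mM alpha-KG for 80 min at room temperature; remaining NADPH was read by diaphorase/resazurin fluorescence.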
D2 ag: HTS Assay for Allosteric Agonists of the Human D2 Dopamine Receptor: Primary Screen for Agonists; activation, % at 2 µM; D(2) dopamine receptor (Homo sapiens), P14416; 340,000 tested, 0.53% active; HEK293 T-REx D2 cells, calcium flux agonist mode; AID 485358, 2010;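 active = activation over 3 SD above normal in the single-dose calcium agonist read, cut at about 30% in these data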; also: 0% is about no effect
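HEK293 Trex D2 cells, tetracycline-induced, o/n 30 C 5% CO2; no-wash Ca dye, RT 30–90 min; 10-cycle baseline, 23 nl cpd added, kinetic Ca read 180 s; agonist hits = positive Ca response.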
TRHR agonist: qHTS for Small Molecule Agonists and Allosteric Enhancers of Human TRH Receptor: Primary Screen for Agonists; activation, % at 2 µM; AID 493084, 2011; 360,000 tested, 0.18% active; TRHR cells, calcium flux fluo-8, FDSS agonist mode; in the data active = activation above about 30%; also: 0% is about no effect
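Fluo-8-loaded TRHR cells; 10 s baseline, compound added, kinetic Ca2+ fluorescence read 1/s, agonist mode.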
D2 antagonist: HTS Assay for Allosteric Antagonists of the Human D2 Dopamine Receptor: Primary Screen for Antagonists; inhibition, % at 10 µM; D(2) dopamine receptor (Homo sapiens), P14416; AID 485344, 2010; 340,000 tested, 2% active; HEK293 TREx D2 cells, calcium flux, dopamine EC80; in the data active = inhibition above about 30%; also: 0% is about no effect
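Read-out: kinetic calcium fluorescence (1 cycle/s) in inducible HEK293 T-REx D2 cells after an EC80 dopamine addition that followed 180 s compound preincubation. Loss of the dopamine response indicates antagonism.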
TrxR1 inh: qHTS Assay for Inhibitors of Mammalian Selenoprotein Thioredoxin Reductase 1 (TrxR1): qHTS; recombinant rTrxR1, NADPH fluorescence consumption, selenite substrate; Thioredoxin reductase 1, cytoplasmic (Rattus norvegicus), O89049; 390,000 tested, 1% active; Potency, µM (titrated, usually from 114 µM), for inactives: at the highest dose activity change, negative = inhibition, most hits filed as inhibitors; also: potency is read from the fitted curve at half-maximal effect; % is scaled to controls: 0 for no effect and ±100 for the full control effect; nearly all actives have a fitted effect of over 65% in size
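Rat TrxR1 (90 nM in the dispensed reagent) was pre-reduced with 400 uM NADPH for 5 min at room temperature, then incubated with compound for 15 min. After 400 uM selenite was added, NADPH fluorescence (Ex 340/Em 450 nm) was followed for 8 min.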
The depositor's hits bear a star; ? = inconclusive; . = no result given; & = joins results of further samples; [ ] = another dose, or the depositor's remark. Unless noted, calls follow the shape of the dose curve; as a rule, active = well fitted inhibition curve with a large enough effect; inconclusive = small, poorly fitted or top-dose-only effect; inactive = no such curve, though single readings can be large or run the other way. An excerpt; rates above refer to the full screens.

Order of results – Pin1 inhibitor, TrxR1 substrate, D2 antagonist, TrxR1 inh, IDH1 R132H inh, TRHR PAM, TRHR agonist, USP1 inh, D2 ag
#1 S=C(NCc1ccco1)N1CCC(c2nc3ccccc3o2)CC1
  4%, -11%, -5, -18%, -1%, 2, -1.6, 5%, 0.3
#2 CCOc1ccc(N(CC(=O)N2CCN(c3ccccc3F)CC2)S(=O)(=O)c2c(C)noc2C)cc1
  -16%, 10%, -32, 29%, 0%, 5, 0.5, -15%, 1.8
#3 O=[N+]([O-])c1ccc(Oc2ccc(S(=O)(=O)N3CCOCC3)cc2)cc1
  -1%, 3%, -5, 14%, 4%, 7, -0.7, -10%, 4.0
#4 CCn1nc(C(=O)Nc2ccc(Cl)c(S(=O)(=O)N3CCOCC3)c2)c2ccccc2c1=O
  -2%, -6%[57.1 µM], -9, 11%, -8%, -7, 0.7, -10%, -0.2
#5 COc1ccc(-n2ncc3c(N4CCCc5ccccc54)ncnc32)cc1
  8%, 80%[activator], -7, 114%[activator], 2%, -3, -0.1, -10%, 9.3
#6 CCOCCc1c(O)nc(SC)[nH]c1=O
  5%, 2%[57.1 µM], -19, 7%[57.1 µM], -3%, 7, 0.6, -8%, 1.1
#7 Cc1ccc(S(=O)(=O)c2nnn3c2nc(N2CCN(c4ccccn4)CC2)c2ccccc23)cc1C
  17%, 6%, 6, 19%, 0%, -2, 0.2, -11%, -0.1
#8 COCCCNC(=O)c1cccn2c(=O)c3cc4ccccc4cc3nc12
  ?, -8%, 3, -6%, ?, 7, 8.2, -12%, 8.0
#9 CCOC(=O)C1=C(C)NC2=C(C(=O)C(C(=O)OCC)C(c3cccc(OC)c3)C2)C1c1ccccn1 (configuration not stated)
  0%, 13%[57.1 µM], ., -1%, 7%, 0, 0.2, 3%, .
#10 CCOC(=O)c1c(C)[nH]c(C)c1C(=O)CN1C(=O)NC2(CCC(C)CC2)C1=O (configuration not stated)
  5%, 14%[57.1 µM], -2, 25%[57.1 µM], 8%, -5, -0.4, 4%, -1.4
#11 COC(=O)c1ccc(=O)n(Cc2ccco2)c1
  -3%, -9%, -12, -31%, 3%, 2, 0.7, -7%, 1.0
#12 C=C(C)c1cccc(C(C)(C)NC(=O)N2CCN(C/C=C/c3ccccc3)CC2)c1
  17%, -10%, -8, 12%[57.1 µM], 2%, 3, 0.1, -11%, 0.2
#13 COCCOC(=O)C1=C(C)NC(=O)NC1c1c(OC)ncnc1OC (configuration not stated)
  3%, -7%, -3, 6%, 4%, 8, 0.4, -10%, 0.8
#14 Cc1ccc(N2CC(C(=O)N3CCC4(CC3)CC(=O)c3ccccc3O4)CC2=O)cc1 (configuration not stated)
  4%, 26%, 16, 3%, 3%, 1, -0.3, -12%, -0.3
#15 Cc1cc(C)n(-c2nnc(N3CCN(c4ccc(F)cc4)CC3)nn2)n1
  -4%, 5%, -12, 36%, -1%, -1, -0.9, -9%, 0.0
#16 O=C(O)c1c(-c2ccccc2)nnc2ccccc12
  -7%, 4%, 1, 35%, -4%, 5, 0.6, -13%, 0.5
#17 Cc1sc2nc3c(SC(C)C(=O)O)cc(C(=O)c4ccccc4O)cn3c(=O)c2c1C (configuration not stated)
  ?, -6%, -9, -6%, 4%, 6, 0.1, -21%, 0.2
#18 COc1c(C)cc(Br)cc1C(=O)Nc1ccccc1N1CCN(C(=O)c2ccccc2)CC1
  -12%, 5%[57.1 µM], 6, 13%[57.1 µM], 0%, 0, 0.8, -8%, 0.5
#19 COc1cc(CNC(=O)c2ccc3c(c2)c(C)c(C)n3Cc2cccc(C)c2)cc(OC)c1OC
  57%[activator], -5%[57.1 µM], ., -2%[57.1 µM], 5%, 0, -0.3, ?, -0.1
#20 Cc1cccc2cc3c(NC(=O)CC(C)C)nn(C)c3nc12
  6%, 24%, 3, 11%, 0%, 8, -0.1, -2%, 0.4

Profiles, quoted from the list. Order of values: Pin1 inhibitor	TrxR1 substrate	D2 antagonist	TrxR1 inh	IDH1 R132H inh	TRHR PAM	TRHR agonist	USP1 inh	D2 ag
Cc1cccc2cc3c(NC(=O)CC(C)C)nn(C)c3nc12 across the screens: 6%	24%	3	11%	0%	8	-0.1	-2%	0.4
O=C(O)c1c(-c2ccccc2)nnc2ccccc12 across the screens: -7%	4%	1	35%	-4%	5	0.6	-13%	0.5

Continued.
Order of results – Pin1 inhibitor, TrxR1 substrate, D2 antagonist, TrxR1 inh, IDH1 R132H inh, TRHR PAM, TRHR agonist, USP1 inh, D2 ag
#21 CCOc1ccccc1C(=O)N(Cc1ccco1)C1CCS(=O)(=O)C1 (configuration not stated)
  -3%, 2%, -15, -3%, 0%, 6, 0.2, 4%, -1.1
#22 COc1ccc(N(CC(=O)NN=C2CCCC2)S(=O)(=O)c2ccccc2)cc1Cl
  -1%, -1%[57.1 µM], 0, 8%, -1%, 0, 0.8, -15%, 1.3
#23 O=C(c1ccccc1)N1CCN(C(=O)c2cc3ccccc3o2)CC1
  2%, -3%, -1, 6%, 3%, -3, -0.1, -21%, 0.5
#24 COc1ccc(N(Cc2cccs2)C(=O)c2ccco2)cc1
  -12%, -2%, ., 14%, -4%, -8, -0.7, 0%, .
#25 Cc1csc(SCC(=O)N(C)C2CCS(=O)(=O)C2)n1 (configuration not stated)
  -12%, 1%[57.1 µM], 1, 3%[57.1 µM], -13%, 1, 0.3, -2%, 0.2
#26 Cc1oc(-c2ccccc2Cl)nc1CSc1nncn2c1cc1occc12
  14%, 4%, ., -27%, -10%, -5, 0.7, -1%, 0.0
#27 O=C(CN(CCO)c1ccccc1)Nc1cccc(S(=O)(=O)N2CCCC2)c1
  -6%, -6%, 2, -2%, 0%, -6, 0.0, -15%, -0.7
#28 CC(=O)NS(=O)(=O)c1ccc(NC(=O)[C@@H]2CCCN2S(=O)(=O)c2ccc(Cl)cc2)cc1
  -1%, -4%, ., 1%, -2%, ., ., -3%, .
#29 COc1ccc(CNC(=O)C2Cc3cc(S(=O)(=O)N4CCCCCC4)ccc3N2C(C)=O)cc1 (configuration not stated)
  -14%, -4%[57.1 µM], ., 3%[57.1 µM], 15%, -3, -0.8, -22%, 2.2
#30 CCN(C(=O)C(C)OC(=O)c1nn(-c2ccccc2C(F)(F)F)cc1O)c1ccccc1 (configuration not stated)
  3%, 0%, ., 39%[57.1 µM], 0%, ., ., -9%, .
#31 CCOC(=O)CSc1ncnc2c1c(-c1ccccc1)cn2-c1ccc(OC)cc1
  10%&2%, 17%&27%, -5, 43%&24%[activator], ?, -9&2, 2.1&1.0, -10%&-19%, 5.6&2.2
#32 COc1cc(/C=C2/NC(=O)NC2=O)ccc1OCC(=O)Nc1ccc(F)cc1
  -5%, -1%, -22, ?, 0%, -7, -0.2, -5%, 0.5
#33 CCOC(=O)C(=O)NCC(c1cccs1)S(=O)(=O)c1ccc(Cl)cc1 (configuration not stated)
  -3%, -1%, -5, 5%, -7%, 17, -0.5, -9%, 0.1
#34 CNC(=O)C1CC(=O)N(CCCc2ccccc2)C(=Nc2ccccc2)S1 (configuration not stated)
  ?, -1%, -8, 7%, -3%, -2, 0.2, -9%, 0.0
#35 O=C(O)CCCCCN1C(=O)/C(=C/c2ccncc2)SC1=S
  -5%, -10%, -5, -19%, 2%, 1, 0.0, -21%, 1.1
#36 COc1cc(OC)cc(C(=O)NNC(=S)Nc2ccc(S(N)(=O)=O)cc2)c1
  49%, -9%, 3, -17%, -11%, 0, -2.5, -19%, -0.6
#37 O=C1NCCN1Cc1ccc(Cl)cc1
  1%, 5%[57.1 µM], -13, 14%[57.1 µM], 3%, -6, 0.4, ?, 0.4
#38 Clc1ccc(SCCn2cncn2)cc1
  -4%, -2%, 5, 7%, 5%, 2, 0.8, -6%, 0.1
#39 O=C(N[C@H]1C/C=C\C[C@@H](CC(=O)N(CCO)Cc2ccccc2)C(=O)N2CCC[C@@H]2COC1=O)OCC1c2ccccc2-c2ccccc21
  -3%, 5%, ., 9%, -2%, ., ., ?, .
#40 Cc1cc(CNC(=O)Cc2ccccc2)c2ccccc2n1
  -6%, -11%, 8, -1%[57.1 µM], 1%, -7, 0.4, -4%, -0.2
#41 CCOC(=O)c1ccc2c(c1)C(=O)N(C1CCCCC1)C2=O
  0%, -4%, 3, 0%, 6%, -6, 0.0, -19%, 0.1
#42 COC(=O)Cn1cc(C(=O)C(F)(F)F)c2ccccc21
  -4%, -14%[57.1 µM], 2, 15%[57.1 µM], 4%, -4, -0.1, -11%, 0.3
#43 CC(C)(C)c1ccc(C(=O)NCC2CCCN2S(=O)(=O)c2ccccc2)cc1 (configuration not stated)
  20%, -1%, ., 5%, 0%, 1, 0.4, -18%, .
